Assay outcomes as filed in PubChem.
GSIS activator: GLuc luminescence reporter in INS-1E cells, primary screen for activators of glucose-dependent secretion of insulin. INS-1E GLuc reporter insulin secretion, 2-3 h. activation, % at 16.6 µM. actives 0.61% (n = 370,000). AID 743287;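 active = lowest replicate activation of at least 40%, so every replicate reaches that level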;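 note: 0% = median of neutral control wells and 100% = median of IBMX positive control wells; some compounds called inactive have numbers as strong as hits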
ARNT-TACC3 inh: disruptors of human ARNT/TACC3 interaction; inhibition, % at 9.99 µM; AlphaScreen His-ARNT PAS-B/GST-TACC3 binding, luminescence; TACC3 fragment carries E629A point mutation; actives 0.66% (n = 390,000);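 active = mean inhibition of replicates at least 50% and at least half of replicates each reaching 50%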;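 note: 0% = complete ARNT plus TACC3 wells and 100% = ARNT alone without TACC3; many hits fall short of the cut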
Active calls of the source: *. These rows are one share of the data, so the mix of outcomes need not match the whole.

GSIS activator | ARNT-TACC3 inh | SMILES
-2 | 19 | O=C(CCN1C(=O)c2ccccc2C1=O)NCCC1=CCCCC1
-41 | 1 | Cc1ccc(C(C[N+](=O)[O-])n2nc(C)cc2C)cc1 (stereo not drawn)
15 | -4 | COc1ccc(C(F)(F)F)cc1NC(=O)c1nc2nc(C)cc(C(F)F)n2n1
8 | 1 | O=C(Nc1nccs1)c1cccc(S(=O)(=O)N2CCOCC2)c1
5 | -1 | COC(=O)C(NC(=O)c1ccco1)(Nc1nc(C)cs1)C(F)(F)F (stereo not drawn)
13 | 0 | COc1ccccc1-c1nc(S(=O)(=O)c2ccc(Cl)cc2)c(N(C)C)o1
-6 | -1 | O=C(CSc1nc2ccsc2c(=O)n1Cc1ccccc1)NCc1ccco1
19 | -6 | CC(C)C(=O)NS(=O)(=O)c1ccc(N)cc1
6 | -4 | CCCOc1ccc(NC(=O)OC2CCN(C)CC2)cc1
19 | -1 | CN1CCCCc2c1nc1c(c2N)CCCC1
2 | -4 | CC1=CC(C)C2C(=O)N(CCCN(C)C)C(=O)C2C1 (stereo not drawn)
1 | -3 | Nc1nc(CSc2nnnn2-c2ccc(Cl)cc2)nc(N2CCOCC2)n1
6 | -5 | Nc1nnc(-c2cn(-c3ccccc3)nc2-c2ccccc2)o1
-8 | 6 | CCCc1nnc(NC(=O)CCCN2C(=O)c3ccccc3C2=O)s1
-20 | 7 | CNc1ccccc(C(=O)/C=C/c2ccccc2OC)c1=O
-28 | 7 | Cc1cc(Oc2ccccc2F)nc(NCc2ccccc2)n1
8 | 3 | CCOc1cc(C(=S)N2CCOCC2)ccc1O
0 | 3 | N#C/C(=C(\O)CCl)c1nnc2n1CCCCC2
12 | -4 | Cc1c(C(=O)O)oc2ccc(S(=O)(=O)NCCC3=CCCCC3)cc12
15 | -16 | CCCCCn1c(=O)[nH]c2cc(C(=O)NCCN3CCOCC3)ccc2c1=O
19 | 1 | O=C(CCn1nc(-c2ccc(Cl)cc2)ccc1=O)NCc1cccnc1
44 | -7 | O=C(C1CC1)N1CCc2cc(S(=O)(=O)N(CCO)Cc3ccccc3)ccc21
-2 | 1 | CC(C)(C)NC(=O)CSc1nnc(NC(=O)CCn2cnc3ccccc3c2=O)s1
19 | -4 | CCOC(=O)Cc1c(C)nc2cc(-c3ccc(C(C)(C)C)cc3)[nH]n2c1=O
-4 | -4 | O=C(CCc1ccc(S(=O)(=O)NCc2ccccc2)cc1)NCc1ccc2c(c1)OCO2

The last five records of the section before lead into the next:
GSIS activator | ARNT-TACC3 inh | SMILES
19 | 1 | O=C(CCn1nc(-c2ccc(Cl)cc2)ccc1=O)NCc1cccnc1
44 | -7 | O=C(C1CC1)N1CCc2cc(S(=O)(=O)N(CCO)Cc3ccccc3)ccc21
-2 | 1 | CC(C)(C)NC(=O)CSc1nnc(NC(=O)CCn2cnc3ccccc3c2=O)s1
19 | -4 | CCOC(=O)Cc1c(C)nc2cc(-c3ccc(C(C)(C)C)cc3)[nH]n2c1=O
-4 | -4 | O=C(CCc1ccc(S(=O)(=O)NCc2ccccc2)cc1)NCc1ccc2c(c1)OCO2
-1 | 0 | CSc1cccc(NC(=O)CN(C)S(=O)(=O)c2ccc(F)cc2)c1
6 | -1 | Cc1ccsc1C=Nc1c(C)n(C)n(-c2ccccc2)c1=O
-32 | 2 | CCOC(=O)c1ccc(N2C(=O)CC(N3CCC(Nc4ccc(F)cc4)CC3)C2=O)cc1 (stereo not drawn)
19 | -2 | CCCCn1c(SCC(=O)NCc2ccco2)nc2cc(S(N)(=O)=O)ccc21
-4 | 12 | CCCC(=O)N=C1SC2CS(=O)(=O)CC2N1c1ccc(C(C)=O)cc1 (stereo not drawn)
2 | -6 | COc1ccc(C=Nc2cccc3c(=O)[nH][nH]c(=O)c23)c2ccccc12
12 | -9 | O=C(NCc1ccncc1)C(=O)NCC(c1ccco1)N1CCN(c2ccc(F)cc2)CC1 (stereo not drawn)
21 | -23 | COCCOC(=O)C1=C(C)NC(=O)NC1c1ccc(Cl)cc1 (stereo not drawn)
-35 | 2 | CN(Cc1ccccc1)c1nc(N)c([N+](=O)[O-])c(NCc2ccccc2)n1
25 | -19 | CCSc1cc(N2CCCC2)nc(-c2ccc(C)cc2)n1
6 | 6 | COc1ccc2c(c1)CCc1c(C(=O)NCCN3CCOCC3)noc1-2
17 | 1 | Cc1ccc(/C=N\Nc2cn[nH]c(=O)c2Cl)cc1
9 | -2 | Cc1c(C(=O)NN2CCN(C)CC2)cccc1[N+](=O)[O-]
-22 | -1 | O=C(CCSc1ccc(Cl)cc1)NC1CCCCC1
6 | -15 | COc1ccc(CCNC2CC(=O)N(CCc3ccccc3)C2=O)cc1OC (stereo not drawn)
26 | 0 | Cc1nc(C)c2c(c1C(F)(F)F)-c1ccccc1C2(F)F
14 | 2 | CCn1c(CNC(=O)c2cccs2)nnc1SCC(=O)NCCc1ccccc1
10 | -9 | Cn1c(=O)oc2cc(S(=O)(=O)NCCC(=O)NC3CCCC3)ccc21
11 | 1 | CCOc1ccc(N2CC(C(=O)NCc3ccc(F)cc3)CC2=O)cc1 (stereo not drawn)
4 | 3 | COc1ccc(OC)c(-n2c(-c3ccc(S(C)(=O)=O)cc3)cc(C=O)c2C)c1
29 | -20 | CCOc1ccc(NC(=O)COC(=O)c2c(OC)cccc2OC)cc1
23 | 4 | CCCCCc1nnc(NC(=O)C2CCCO2)s1 (stereo not drawn)
-7 | -1 | Clc1ccc(Nc2nc3ccccc3n3nnnc23)cc1
2 | 12 | Cc1ccc(OCCCn2ccnc2)cc1C
-4 | -1 | O=S(=O)(Nc1ccc(F)cc1)c1ccc(NC(=S)Nc2ccccc2)cc1

Reprinted at random: 4 entries already listed, in no set order.
GSIS activator | ARNT-TACC3 inh | SMILES
29 | -20 | CCOc1ccc(NC(=O)COC(=O)c2c(OC)cccc2OC)cc1
26 | 0 | Cc1nc(C)c2c(c1C(F)(F)F)-c1ccccc1C2(F)F
-35 | 2 | CN(Cc1ccccc1)c1nc(N)c([N+](=O)[O-])c(NCc2ccccc2)n1
14 | 2 | CCn1c(CNC(=O)c2cccs2)nnc1SCC(=O)NCCc1ccccc1

Additional compounds.
GSIS activator | ARNT-TACC3 inh | SMILES
37 | -11 | CCOC(=O)Cn1ccc(O)c(Cc2ccc(Cl)cc2Cl)c1=O
9 | -1 | COC(=O)NNC(=S)NCc1ccccc1
11 | 0 | COc1cc(NC(=O)CCNC(=O)Cn2cnc3ccccc3c2=O)cc(OC)c1OC
-1 | -3 | CCCC(=O)N1N=C(c2ccccc2)CC1c1cn(C)c2ccccc12 (stereo not drawn)
7 | 2 | O=C(Cc1ccccc1)Nc1cccc(N2CCCC2)c1
-8 | 0 | CC12CCC(C(=O)N(CC(O)CN3CCCCC3)C1=O)C2(C)C (stereo not drawn)
16 | 1 | CCOC(=O)N1CCN(C(=O)c2ccc3nc4cc(Cl)ccc4c(=O)n3c2)CC1
-2 | -1 | CCOC(=O)C(NC(=O)NC1CCCCC1)(c1ccccc1)C(F)(F)F (stereo not drawn)
0 | 10 | COC(=O)Cc1[nH]n(-c2nc3ccccc3s2)c(=O)c1C(C)=O
5 | 45 | O=C(CN1CCN(c2ccccn2)CC1)Nc1ccccc1
-26 | 6 | O=C(C(c1ccccc1)c1ccccc1)N1CCN(Cc2ccc(Br)cc2)CC1
11 | -8 | O=C(Nc1ccc2c(c1)OCO2)C1CCN(c2ccc(S(=O)(=O)N3CCOCC3)cc2)CC1
-15 | 10 | Cc1nc2c(C(=O)N3CCN(c4ccccn4)CC3)cnn2c(C)c1Cc1cccc(Cl)c1
-1 | -3 | CC1CN(C2CCN(C(=O)COc3ccc(Cl)cc3)CC2)CC(C)O1 (stereo not drawn)
0 | -3 | CCCCCc1nnc(NC(=O)C(=O)OCC)s1
3 | 5 | Cc1ccc(C(c2c(C)[nH][nH]c2=O)c2c(C)[nH][nH]c2=O)cc1[N+](=O)[O-]
18 | -6 | CC1CCC(C(C)C)C(OC(=O)CSc2nccc(=O)[nH]2)C1 (stereo not drawn)
-18 | 0 | COc1ccccc1NS(=O)(=O)c1ccc(Cl)c(NC(=O)C(C)N2C(=O)c3ccccc3C2=O)c1 (stereo not drawn)
-32 | 0 | Cc1ccc(OCC(=O)Nc2cccc(-c3nnc(-c4ccccc4)o3)c2)cc1
2 | -8 | C(#CCN1CCOCC1)COCCOC(c1ccccc1)c1ccccc1
9 | -7 | Cc1ccc(C(=O)Nc2cccc(C(=O)NCc3ccccc3)c2)o1
6 | -6 | COc1ccc(CN2CCC(C(=O)N3CCN(c4ccccc4F)CC3)CC2)cc1OC
19 | -7 | Cn1c(SC2CCCCC2=O)nnc1-c1ccncc1 (stereo not drawn)
-8 | 1 | CNS(=O)(=O)c1cnccc1N1CCN(c2cccc(C(F)(F)F)c2)CC1
2 | 4 | CCN1CCN(c2ncnc3sc(C(=O)Nc4ccccc4F)c(C)c23)CC1

Full records, quoted from the list. Screens in order: GSIS activator | ARNT-TACC3 inh
Entry for O=C(CN1CCN(c2ccccn2)CC1)Nc1ccccc1 → 5 | 45
Entry for O=C(Cc1ccccc1)Nc1cccc(N2CCCC2)c1 → 7 | 2
Entry for Cc1ccc(C(=O)Nc2cccc(C(=O)NCc3ccccc3)c2)o1 → 9 | -7

Remaining list, next part
GSIS activator | ARNT-TACC3 inh | SMILES
7 | -4 | CC(=O)Nc1ccc(S(=O)(=O)NCC(=O)OCc2cc(=O)oc3ccc4ccccc4c23)cc1
-5 | -7 | Cc1cc(C)c2c(c1)c(C)cc1nnc(SCC(=O)NCc3ccco3)n12
16 | 0 | Cc1cc(C)n(-c2ccc(C(=O)OCc3nnc(-c4ccccc4)o3)cc2)n1
13 | 11 | CCOC(=O)/C(C#N)=C\c1c(OCC)n(CC)c2ccccc12
33 | -6 | CCOc1cc(Br)c(C(=O)O)cc1OCC
0 | 3 | CCCCOc1ccc(C(O)(CC)CCN2CCOCC2)cc1 (stereo not drawn)
-31 | 5 | CCOC(=O)C1CCN(C(c2cc3ccc(C)cc3[nH]c2=O)c2nnnn2C2CCCCC2)CC1 (stereo not drawn)
4 | 0 | CCOC(=O)C(C(=O)Nc1cccc(C)c1)C1CCCCC1 (stereo not drawn)
-1 | -1 | Cc1c(/C=N/N2C(=O)C3C4C=CC(C4)C3C2=O)c2ccccc2n1C (stereo not drawn)
13 | 0 | O=C(c1cc2cc(Br)ccc2oc1=O)N1CCCC1
-8 | 1 | O=C(C/C=N/OCc1ccc(Cl)cc1)c1cnc(-c2ccccc2)s1
12 | 3 | CCn1nnnc1SCC(=O)NC1CCCC1
-4 | -4 | COc1ccc(CNC2CC(=O)N(C)C2=O)cc1 (stereo not drawn)
9 | -4 | Cc1cc(C)c(C#N)c(SCC(=O)N2CCN(Cc3ccccc3)CC2)n1
-5 | -1 | COc1ccc(Cl)c(Cn2c(NCCCN(C)C)nc3c2c(=O)n(C)c(=O)n3C)c1
-4 | -11 | Cc1cccc(C)c1OCCCCc1c(C)n[nH]c1C
-14 | -4 | CCn1c(C)cc(/C=C2/NC(=O)N(CC(=O)Nc3cccc(C)c3)C2=O)c1C
20 | 0 | O=C(Cc1ccccc1)NN1C(=O)C2C3C=CC(C3)C2C1=O (stereo not drawn)
-19 | -2 | O=C(CSc1nc2ccccc2n1Cc1ccccc1)N/N=C/c1ccco1
9 | -2 | COc1cc(-c2c(C#N)c(N)nc3c2CCCC3)ccc1O
-16 | 4 | COc1cccc(-n2nnc3c(=O)n(CC(=O)N4CCCc5ccccc54)cnc32)c1
-7 | 7 | CCCOP(=O)(OCCC)C(Nc1ccc(C(C)C)cc1)c1ccc([N+](=O)[O-])cc1 (stereo not drawn)
-11 | 5 | CC(COc1cccc2ccccc12)CN1CCN(C)CC1 (stereo not drawn)
-33 | 2 | CCOC(=O)C1=C(C)NC(=S)N(C(C)=O)C1c1ccc(Cl)cc1 (stereo not drawn)

As entered above.
`CCOC(=O)C1=C(C)NC(=S)N(C(C)=O)C1c1ccc(Cl)cc1` (stereo not drawn) in ARNT-TACC3 inh is listed with 2
`CCCOP(=O)(OCCC)C(Nc1ccc(C(C)C)cc1)c1ccc([N+](=O)[O-])cc1` (stereo not drawn) in GSIS activator is listed with -7
`CCOc1cc(Br)c(C(=O)O)cc1OCC` in GSIS activator is listed with 33
